S1P4 antag: antagonists of human S1P4 receptor; S1P4-expressing cells, antagonist mode, reporter read-out; inhibition, % at 4.98 µM; actives 0.26% (n = 220,000); in the data active = inhibition above about 29%;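 note: 0% = wells stimulated with agonist and 100% = vehicle wells without agonist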
Target sequence (O95977 whole entry, looked up): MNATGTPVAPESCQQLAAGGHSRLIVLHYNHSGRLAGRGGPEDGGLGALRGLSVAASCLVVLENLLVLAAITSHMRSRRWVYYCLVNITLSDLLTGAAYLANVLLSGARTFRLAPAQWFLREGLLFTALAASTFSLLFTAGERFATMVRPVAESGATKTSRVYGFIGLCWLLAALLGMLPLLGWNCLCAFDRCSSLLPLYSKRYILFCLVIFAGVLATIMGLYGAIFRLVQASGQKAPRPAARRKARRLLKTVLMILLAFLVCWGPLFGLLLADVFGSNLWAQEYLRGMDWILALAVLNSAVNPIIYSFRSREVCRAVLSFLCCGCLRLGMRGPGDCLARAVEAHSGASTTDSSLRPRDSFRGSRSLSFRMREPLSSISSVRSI
EP2 mod: modulators of human EP2 prostaglandin E2 receptor | P43116 | EP2-expressing cells, cAMP HTRF FRET, PGE2 co-stimulation | induction, % at 25 µM | actives 0.83% (n = 260,000) | AID 940;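 active = compounds whose cAMP rise, as percent of the full-agonist control response, exceeds 60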;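 note: rat C6 glioma line stably carrying human EP2 under a CMV promoter; the protocol text gives 20 µM as final concentration; 100% = response of wells given 1 µM PGE2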
Target sequence (P43116 whole entry, looked up): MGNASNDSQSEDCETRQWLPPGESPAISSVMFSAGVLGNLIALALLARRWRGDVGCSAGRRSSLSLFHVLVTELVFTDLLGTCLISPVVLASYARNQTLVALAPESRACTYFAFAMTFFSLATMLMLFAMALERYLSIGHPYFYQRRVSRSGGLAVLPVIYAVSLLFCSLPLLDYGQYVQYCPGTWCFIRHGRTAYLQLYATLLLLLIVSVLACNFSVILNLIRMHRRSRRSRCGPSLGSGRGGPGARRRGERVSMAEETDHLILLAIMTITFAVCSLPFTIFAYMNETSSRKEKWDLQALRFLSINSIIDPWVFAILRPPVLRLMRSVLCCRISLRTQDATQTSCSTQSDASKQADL
TRPML3 ag: human mucolipin-3 channel agonism; Q8TDD5; activation, % at 3 µM; HEK293 TRPML3-YFP, Fluo-8 calcium fluorescence; 100% = the carbachol control signal; actives 0.29% (n = 220,000); AID 1448;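 active = activation above its plate's cutoff, the mean activation of the plate's test wells plus 3 SD, cut at about 12% in these data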;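 note: 0% = DMSO only wells and 100% = carbachol wells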
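system = HEK293 cells stably carrying human TRPML3-YFP | doses = one concentration, 3 µM nominal, 0.3% DMSO | timing = dye loading 1 h 37 °C then 30 min ambient, 125 s read | detection = Fluo-8 calcium dye fluorescence, ex 470-495, em 515-575 nm | benchmarks = high control carbachol 87 µM, low control DMSO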
NPY-Y1 antag: NPY-Y1 (human) receptor antagonism; HEK293-CNG Y1 cells, membrane potential fluorescence; NPY at EC95, then isoproterenol; AID 1040; inhibition, % at 3.6 µM; actives 1% (n = 200,000);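 active = inhibition above the campaign mean inhibition of all tested compounds plus 3 SD, cut at about 20% in these data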;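 note: 0% = DMSO wells given NPY plus isoproterenol and 100% = isoproterenol alone without NPY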
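Material: Y1- and CNG-channel-expressing HEK293 cells / Probe or stimulus: NPY 25 nM then isoproterenol 1 µM plus Ro 20-1724 25 µM / Doses: 3.6 µM single dose, DMSO 0.4% / Schedule: compound incubation 1 h at room temperature, readout 45 min post-stimulation / Signal: membrane potential fluorescence / Benchmarks: isoproterenol-only wells as full block versus NPY-plus-isoproterenol wells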
NPY2 pot ag: potentiators or agonists of human neuropeptide Y receptor Y2; cells expressing NPY-Y2, potentiator/agonist read-out; actives 0.45% (n = 220,000); P49146; activation, % at 3.6 µM; in the data active = activation above about 27%;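 note: cells stimulated with NPY near EC25 plus isoproterenol at EC100; 0% = vehicle plus submaximal agonist and 100% = vehicle plus saturating agonist; some results beyond the cut were filed as inactive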
CHOP inhibitor: blocks CHOP induction under ER stress; AID 2732; inhibition, % at 10 µM; CHO-K1 CHOP-promoter luciferase, tunicamycin-induced, 15-18 h; actives 3.8% (n = 220,000);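 active = compounds that reduced the stress-induced luciferase reporter signal by more than about 70% of percent inhibition, limit read from the data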;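 note: 0% = tunicamycin plus vehicle and 100% = wells without tunicamycin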
NPY1 pot ag: potentiates or activates human NPY-Y1 receptor; NPY-Y1 expressing cells, potentiator/agonist activation; activation, % at 3.6 µM; actives 0.37% (n = 220,000); AID 1304; in the data active = activation above about 33%, passing the limit was not always enough;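 note: cells stimulated with NPY at EC10 then isoproterenol at EC100; 0% = low agonist plus stimulus and 100% = saturating agonist plus stimulus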
TRPN1 ag: agonists of zebrafish TRPN1 channel | HEK293 zebrafish TRPN1-YFP, Fluo-8 calcium fluorescence; 100% = response to 87 µM carbachol | activation, % at 3 µM | actives 0.18% (n = 220,000) | AID 1424;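 active = activation above its plate's cutoff, the mean activation of test wells on that plate plus 3 SD, cut at about 19% in these data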;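 note: 0% = DMSO alone and 100% = 87 µM carbachol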
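System: zebrafish TRPN1-YFP in HEK293 cells / Dosing: 3 µM single point / Timing: dye loading 1 h at 37 °C, then 30 min room temperature / Signal: Fluo-8 calcium fluorescence, excitation 470-495 nm, emission 515-575 nm / Read-out basis: percent activation from peak over basal fluorescence ratio, control-normalized / Control set: high carbachol 87 µM, low DMSO alone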
S1P4 ag: human S1P4 receptor agonism; O95977; S1P4-expressing cell line, agonist reporter assay; activation, % at 4.98 µM; actives 0.35% (n = 220,000); AID 1509; in the data active = activation above about 11%;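 note: 0% = DMSO vehicle and 100% = reference agonist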
* = called active by the depositor; nt = no result given; & = joins results of further samples. Outcome played no part in choosing rows; any-hit rate near 6.5%.

Each structure is followed by: S1P4 antag, EP2 mod, TRPML3 ag, NPY-Y1 antag, NPY2 pot ag, CHOP inhibitor, NPY1 pot ag, TRPN1 ag, S1P4 ag
1. COc1ccccc1-c1ccc(SCC(=O)NCc2ccc3c(c2)OCO3)nn1
→ 0, -67, -0.1, 3, -5, -5, -12, -2.1, 1.7
2. Cc1cc(C)cc(N(CC(=O)N2CCC(C)CC2)S(=O)(=O)c2ccccc2)c1
→ 3, 42, 8.3, 4, -1, 31, -31, -1.7, -0.7
3. N#Cc1cc(N2CCCCC2)c([N+](=O)[O-])cc1C#N
→ -14, -26, 0.8, 4, -1, -28, 1, 1.9, -0.2
4. CCOc1ccc(/C=C/C(=O)C(C(N)=O)=C2SCCS2)cc1
→ -4, -2, 0.1, 1, 2, -23, -5, 1.5, -0.3
5. CN(C(=O)CC1C(=O)NCCN1C/C=C/c1ccccc1)C1CCOCC1 (configuration not stated)
→ -3, 18, 0.4, 6, 1, -4, 2, -1.0, 0.7
6. CCOC(=O)c1n[nH]n(-c2cc(Cl)cc(Cl)c2)c1=O
→ 4, 4, 0.7, nt, -1, 15, -5, 0.9, 1.2
7. COc1ccccc1/C=N/NC(=O)C(C)Cn1cnc2ccccc21 (configuration not stated)
→ 0, -5, 0.3, -1, 4, 1, -13, -0.3, -0.3
8. O=C(OCC1OC2C(Oc3nc(=O)ccn32)C1O)c1ccccc1 (configuration not stated)
→ -1, 15, 0.5, -3, 2, -20, 2, 1.2, -0.5
9. CC1CCc2sc3nc(NCc4ccco4)n4ncnc4c3c2C1 (configuration not stated)
→ -13, -6, -1.0, 7, -6, -9, -16, -0.9, -0.1
10. CCOC(=O)c1cnc(-c2ccccc2)nc1N1CCOCC1
→ -27, -4, 0.3, 1, 9, 2, 2, -0.2, 2.0
11. O=C(NCc1ccncc1)C(=O)NCC(c1ccco1)N1CCN(c2ccccc2F)CC1 (configuration not stated)
→ -17, 13, 1.1, 6, 6, 14, 3, 2.0, -0.2
12. CCN1C(=O)C2(/C(=C(\O)c3ccc4c(c3)OCCO4)C(=O)C(=O)N2CCCOC)c2ccccc21 (configuration not stated)
→ 11, 8, 0.4, 6, -6, 1, -14, 2.4, 2.9
13. O=C(Nc1ccc(C(=O)N2CCCC2)cc1)Nc1ccc(Cl)cc1Cl
→ 4, 8, 0.7, 0, 13, 7, 9, 1.3, -0.6
14. C=CCNc1nc2ccccc2c(=O)[nH]1
→ -9, 28, 1.1, 3, 8, 32, 14, 2.8, -0.3
15. O=C1CC(=C2c3ccccc3-c3ccccc32)C(=O)N1CCN1CCN(c2cccc(Cl)c2)CC1
→ -16, nt, 0.6, -3, 7, nt, 4, 0.4, -2.5

Some of the entries so far, as tab-separated lines:
no.	canonical_smiles	S1P4 antag	EP2 mod	TRPML3 ag	NPY-Y1 antag	NPY2 pot ag	CHOP inhibitor	NPY1 pot ag	TRPN1 ag	S1P4 ag
14	C=CCNc1nc2ccccc2c(=O)[nH]1	-9	28	1.1	3	8	32	14	2.8	-0.3
6	CCOC(=O)c1n[nH]n(-c2cc(Cl)cc(Cl)c2)c1=O	4	4	0.7	nt	-1	15	-5	0.9	1.2

Continued.
Each structure is followed by: S1P4 antag, EP2 mod, TRPML3 ag, NPY-Y1 antag, NPY2 pot ag, CHOP inhibitor, NPY1 pot ag, TRPN1 ag, S1P4 ag
16. Cc1[nH][nH]c(=O)c1C(c1c(C)[nH][nH]c1=O)c1cn(Cc2cccc3ccccc23)c2ccccc12
→ -5, 25, 0.6, -1, 12, 52, 26, -3.8, 2.9
17. COc1ccc(C2CC(=O)c3sc(N)nc3C2)cc1 (configuration not stated)
→ 9, 4, 0.9, -1, 4, 18, 17, 0.8, -0.2
18. Cc1cc(C)c2nc(NNC(=O)c3ccc(S(=O)(=O)N4CCc5ccccc5C4)cc3)sc2c1
→ 8, 5, 0.0, 1, -6, 44, -3, -0.5, 0.4
19. O=C(CSCc1cc(=O)[nH][nH]1)Nc1ccc(F)cc1
→ 5, 4, 0.8, -3, 3, 16, -5, -1.1, -1.7
20. O=C(NCc1ccc(F)cc1)c1ccc(CNc2c(N3CCOCC3)c(=O)c2=O)cc1
→ -11, 5, 1.0, nt, -20, -4, 14, 2.8, 2.0
21. CCN(CC(=O)Nc1ccc(NC(C)=O)cc1)C(=O)COc1ccc(C(=O)c2ccccc2)cc1
→ -39, 12, 0.6, -1, -5, 15, 0, 0.0, 1.7
22. Cc1ccc(SCC(=O)c2ccc(CC(=O)O)s2)cc1
→ -3, -3, 1.1, nt, -13, 7, 7, 1.4, 0.1
23. CN(C)CCCN(C(=O)CCc1ccccc1)c1nc2c(F)cccc2s1
→ -14, -44, -0.1, 12, -8, 7, -39, 1.4, -0.5
24. c1cnc(NCCNc2ncccn2)nc1
→ -2, 3, 0.5, -6, 1, -10, -5, 0.9, 3.3
25. CCC(C(=O)N1CCN(c2cccc(Cl)c2)CC1)c1ccccc1 (configuration not stated)
→ -11, -13, -0.7, 9, -8, 68, -19, -1.7, 4.1
26. O=C(COC(=O)c1cc(-c2ccccc2)nc2ccccc12)Nc1ccc2c(c1)OCO2
→ -7, -9, 0.2, 0, -11, 31, -4, -0.7, 2.3
27. O=C(NCCc1nc2ccccc2[nH]1)/C(=C/c1ccc(F)cc1)NC(=O)c1ccco1
→ -10, 2, -0.1, nt, -2, -7, 12, -1.2, 0.9
28. Cc1cc(C(=O)CSc2nnc(-c3ccco3)o2)c(C)n1CC1COc2ccccc2O1 (configuration not stated)
→ -25, 14, -0.5, 4, 7, 38, -1, -1.1, 0.6
29. Cc1ccnc(NC(=O)c2cccc(NC(=O)Cc3ccccc3)c2)c1
→ -1, -67, -0.1, -6, 1, 0, 4, -0.5, -1.1
30. O=C(Nc1ccc2c(c1)CCC2)c1cc2ccccc2o1
→ 10, -6, -0.6, 13, -27, 29, -10, -1.8, 0.3

Next structures:
Each structure is followed by: S1P4 antag, EP2 mod, TRPML3 ag, NPY-Y1 antag, NPY2 pot ag, CHOP inhibitor, NPY1 pot ag, TRPN1 ag, S1P4 ag
31. CC(C)Cc1nc2oc3c(Cl)ncnc3c2c2c1CCCC2
→ 24, 46, -0.2, nt, -7, -42, 26, 1.8, 2.4
32. CC(C)(O)C#Cc1ccc(CN2CCN(Cc3ccccc3)C(CCO)C2)cc1 (configuration not stated)
→ 18, -29, 0.2, -1, -1, 18, -1, 1.0, 0.1
33. CCSc1nnc(-c2cc(Br)ccc2N=Cc2c(C)[nH]n(-c3ccccc3)c2=O)c(=O)[nH]1
→ 6, -18, -1.4, -2, -3, 17, 6, -0.9, 0.4
34. CC(C)c1cc(C(=O)Nc2cc(Cl)ccc2O)no1
→ -9, -2, -0.3, 9, 3, nt, 16, -1.5, -0.4
35. CCOc1ccccc1CNc1nc2nc3c(c(=O)n2[nH]1)CCC3
→ -15, 6, 1.1, -2, -7, -14, -19, 1.4, -1.1
36. COc1cc2c(cc1OC)C1=C(C#N)CCC(=O)N1CC2
→ -9, 23, 0.2, 0, -7, 35, -11, 0.5, 0.6
37. O=C(O)CN1C(=O)/C(=C/c2ccc(SCc3ccccc3)o2)SC1=S
→ -7, -6, 2.4, 3, 1, 4, -8, 3.0, -1.1
38. O=C(OCCC1Oc2cccnc2NC1=O)c1ccc([N+](=O)[O-])cc1 (configuration not stated)
→ 0, -26, 0.5, -7, 11, 22, 4, 1.3, -0.3
39. C=CCOc1ccc(C2/C(=C(\O)c3c(C)[nH]c(C(=O)OC)c3C)C(=O)C(=O)N2CCN(C)C)cc1 (configuration not stated)
→ -20, 9, 0.2, -2, 8, 9, -3, 0.1, 0.5
40. CCOC(=O)c1cnc(SCC(=O)OC)nc1N
→ -21, 23&35, 1.3, -3, 14, -4, 20, -1.3, 1.6
41. COc1cccc(CNC(=O)c2cnc(-c3ccccn3)nc2C(F)(F)F)c1
→ -19, -16, 0.4, -2, -6, 7, -2, 1.2, -3.9
42. CC1(C)CC(C)(c2ccc(O)cc2O)N(c2ccc3ccccc3c2)C(=S)N1 (configuration not stated)
→ -1, 8, 0.5, 2, 16, 15, 5, 0.3, 1.8
43. Cc1nnc2ccc(-c3cccc(NC(=O)c4ccc(Cl)nc4)c3)nn12
→ -4, -30, 0.1, -5, -13, 2, 4, 1.4, -0.7
44. O=c1cc(N2CCCCC2)c(-c2ccccc2)nn1Cc1ccc(Cl)cc1
→ -2, 53, -0.2, 1, -4, 71*, 7, 1.3, 0.2
45. COc1ccc(N2CCN(C(=O)C3(C)CC3(Cl)Cl)CC2)cc1 (configuration not stated)
→ -17, 0, 1.2, 2, 10, -54, 6, 2.8, -2.3

The results go on.
Each structure is followed by: S1P4 antag, EP2 mod, TRPML3 ag, NPY-Y1 antag, NPY2 pot ag, CHOP inhibitor, NPY1 pot ag, TRPN1 ag, S1P4 ag
46. O=C(NCC1CCCO1)c1ccc(NS(=O)(=O)c2ccccc2)cc1 (configuration not stated)
→ -11, 23, 0.3, 4, 1, 12, 2, 0.7, 0.3
47. O=C(CNC(=S)N(Cc1ccccc1)Cc1ccccc1F)NCc1ccccc1
→ 0, 20, -1.0, -3, -1, 47, 6, -1.0, 0.5
48. Cc1ccc(NC(=S)Nc2nc(CC(=O)Nc3ccccc3)cs2)cc1
→ -3, -11, -0.1, -3, -7, 50, 20, 1.0, -1.3
49. Cc1ccc(SCC(=O)NCC2CCCO2)cc1 (configuration not stated)
→ -30, -1&17, -0.4, 0, -8, 23, 15, -0.2, 1.2
50. CC(C)Cc1nc2oc3c(N4CCN(CCO)CC4)ncnc3c2c2c1CCCC2
→ 0, 36, 1.1, 9, 3, 57, -10, 0.6, -1.0
51. O=C(c1ccccc1)c1nccn1-c1ccc(Cl)nn1
→ 3, -19, 0.3, nt, 2, -4, 1, -1.2, 2.2
52. Cn1nccc1/C=C(/C#N)S(=O)(=O)c1ccccc1
→ -12, 14, 1.1, -3, 3, 2, 11, 1.2, -0.1
53. O=C(OCn1ncc(Br)c(Br)c1=O)c1ccc(F)cc1
→ 78*, 33, 0.0, 0, 9, nt, -34, -0.9, -2.0
54. Cc1ccc(S(=O)(=O)N2CCC(=O)N(CCOCc3ccccc3)CC2)cc1
→ -11, 7, 0.0, -3, -17, 14, -16, 0.9, -0.1
55. CN(C)/C=C(\C=O)c1cccc(Cl)c1
→ -4, -15, -0.5, 1, -6, 31, 13, 1.1, -0.6

Source: PubChem (several laboratories)
